Screening data (PubChem)
TAAR1 antagonist – human TAAR1 antagonists, primary screen, Fluo-8 calcium fluorescence, CHO RD-HGA16 cells; Trace amine-associated receptor 1 (Homo sapiens), Q96RJ0; antagonist; inhibition, % at 3 µM; 1.5% of 360,000 active; AID 624466, 2012;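 active = inhibition above a per-plate cutoff, the mean inhibition of test compounds on that plate plus 3 SD, cut at about 49% in these data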;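 also: 0% = DMSO plus EC80 beta-PEA response and 100% = DMSO alone without agonist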
Target sequence (Q96RJ0 whole entry, looked up): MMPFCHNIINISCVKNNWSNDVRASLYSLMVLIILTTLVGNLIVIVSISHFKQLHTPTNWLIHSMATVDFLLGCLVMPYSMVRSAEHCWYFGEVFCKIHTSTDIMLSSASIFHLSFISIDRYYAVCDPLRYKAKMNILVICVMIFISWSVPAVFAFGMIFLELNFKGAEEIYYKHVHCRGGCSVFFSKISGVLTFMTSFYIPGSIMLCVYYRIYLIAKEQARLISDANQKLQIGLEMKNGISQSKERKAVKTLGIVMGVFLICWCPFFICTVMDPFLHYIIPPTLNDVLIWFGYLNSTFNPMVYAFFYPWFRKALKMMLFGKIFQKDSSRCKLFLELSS
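Test system: RD-HGA16 CHO cells with stable hTAAR1 and Gα16 / Probe or stimulus: EC80 β-phenethylamine stimulus / Times: seeding 17-24 h prior, 75-min 37 °C, 30-min RT dye loading / Detection: Fluo-8 calcium-sensitive fluorescence / Read-out basis: % inhibition scaled between DMSO and EC80 PEA controls / Repeats: singlicate, one well per test compound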
CHO-K1 Ca antag – M1 antagonist counterscreen hit in parental CHO-K1 cells. ATP-induced calcium, Fluo-8 fluorescence. inhibition, % at 3 µM. 0.6% of 360,000 active. AID 602250;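 active = inhibition above a per-plate cutoff, the plate's mean sample inhibition plus 3 SD, cut at about 24% in these data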;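 also: 0% = DMSO plus EC80 ATP and 100% = DMSO alone without ATP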
CHRM1 PAM – human M1 muscarinic receptor positive allosteric modulators, primary screen, CHO-K1 cells, Fluo-8 calcium fluorescence, 1536-well; 0.088% of 360,000 active; CHO-K1 hM1, ACh EC20; 0% = ACh EC20, 100% = maximal ACh; Muscarinic acetylcholine receptor M1 (Homo sapiens), P11229; AID 588819, 2011; activation, % at 3 µM; in the data active = activation above about 19%, passing the limit was not always enough
Target sequence (P11229 whole entry, looked up): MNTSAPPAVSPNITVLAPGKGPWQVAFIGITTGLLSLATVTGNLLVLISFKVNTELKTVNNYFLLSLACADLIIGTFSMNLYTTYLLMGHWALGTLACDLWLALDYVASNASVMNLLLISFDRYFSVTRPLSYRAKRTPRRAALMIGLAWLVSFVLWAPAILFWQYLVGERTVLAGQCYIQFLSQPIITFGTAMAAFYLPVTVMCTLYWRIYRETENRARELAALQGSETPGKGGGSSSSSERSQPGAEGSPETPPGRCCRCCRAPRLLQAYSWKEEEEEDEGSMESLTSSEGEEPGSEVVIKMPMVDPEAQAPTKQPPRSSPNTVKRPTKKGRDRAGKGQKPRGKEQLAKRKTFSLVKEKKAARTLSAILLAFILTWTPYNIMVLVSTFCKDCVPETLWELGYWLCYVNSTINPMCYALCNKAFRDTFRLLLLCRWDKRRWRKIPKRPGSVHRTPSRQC
CHO parental Ca – ATP-evoked calcium signal inhibitors, parental CHO, primary screen, counter-screen for OX1R antagonist project, cell-based, fluorescence, Fluo-8 calcium dye; 0.63% of 330,000 active; AID 463079, 2010; parental CHO-K1, ATP-induced calcium, Fluo-8 fluorescence; inhibition, % at 5.6 µM;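 active = inhibition above that plate's mean sample inhibition plus 3 SD, cut at about 26% in these data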;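 also: 0% = ATP-challenged DMSO wells and 100% = DMSO wells without ATP; some compounds past the cut are filed as inactive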
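Assay system: untransfected parental CHO cell line. Also added: ATP agonist challenge. Dosing: one dose, 5.6 µM nominal. Measured by: Fluo-8 fluorescence. Read-out: % inhibition. Benchmarks: ATP wells versus no-ATP DMSO wells. Repeats: no replicates.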
CHO-K1 Ca PAM – nonselective calcium activators in parental CHO-K1 cells, primary screen, counter-screen for M1 PAM project, cell-based, Fluo-8 calcium fluorescence, full deck, 1536-well; 0.02% of 360,000 active; ATP EC20; 0% at ATP EC20, 100% at ATP max; activation, % at 3 µM;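 active = activation above the run cutoff, the mean activation of all test compounds plus 3 SD, cut at about 40% in these data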;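 also: peak over basal fluorescence ratio in a 140 s read after ATP addition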
M1 antag – human M1 muscarinic receptor antagonists, primary screen, CHO-K1 cells, Fluo-8 calcium fluorescence, 1536-well; CHO-K1 hM1, ACh EC80 antagonist; inhibition, % at 3 µM; 1.3% of 360,000 active;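 active = percent inhibition above its own plate's cutoff, namely the mean of that plate's compound wells plus 3 SD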;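 also: peak over basal fluorescence ratio during 140 s after agonist addition; 0% = ACh EC80 plus DMSO and 100% = DMSO alone without agonist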
CHRM1 agonist – human M1 muscarinic receptor agonists, primary screen, Fluo-8 calcium fluorescence, CHO-K1 cells, HTS. Muscarinic acetylcholine receptor M1 (Homo sapiens), P11229. CHO-K1 hM1, agonist mode; 0% DMSO, 100% acetylcholine EC100. activation, % at 3 µM. 0.33% of 360,000 active. AID 588814, 2011;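 active = activation above the run's mean compound activation plus 3 SD, cut at about 16% in these data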;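 also: peak over basal fluorescence ratio within a 140 s kinetic read after compound addition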
CHO-K1 Ca ag – counter-screen for M1 agonists: effect in parental CHO-K1 cells | Fluo-8 calcium fluorescence; scaled to maximal ATP response, vehicle zero | 0.48% of 360,000 active | AID 602248, 2012 | activation, % at 3 µM; in the data active = activation above about 15%;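 also: untransfected CHO-K1 host cells lacking M1 receptor as counterscreen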
TAAR1 ag – human TAAR1 agonists, primary screen, Fluo-8 calcium fluorescence, CHO RD-HGA16 cells; vehicle wells 0%, saturating PEA agonist 100%; Trace amine-associated receptor 1 (Homo sapiens), Q96RJ0; activation, % at 3 µM; 0.99% of 360,000 active; AID 624467, 2012;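 active = activation above the mean activation of all test compounds in the run plus 3 SD, cut at about 38% in these data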
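Test system: RD-HGA16 (CHO) cells co-expressing Gα16 and hTAAR1; dosing: one-point dosing at 3 µM (nominal); timing: 17-24 h seeding, 75 min 37 °C dye, 30 min RT; signal: kinetic Fluo-8 calcium fluorescence; read-out basis: % activation relative to PEA EC100 response; controls: DMSO and PEA EC100; replicates: n 1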
Active calls of the source: *; / = no result given.

(1) COc1ccc2c(c1)c(C(=O)O)c(C)n2CC(C)C
(2) CN(C)C1(c2nnnn2CCOC(=O)Nc2ccc(Cl)cc2)CCCCC1
(3) COc1ccc(OC)c([C@@H](O)[C@H](C)NC(C)(C)C)c1
(4) O=c1cccc2n1CC1CC2CN(Cc2ccc3c(c2)OCO3)C1 (stereo not given)
(5) O=C(CCNS(=O)(=O)c1ccccc1)Nc1ccc(Cl)cc1C(=O)c1ccccc1
(6) CCCCn1c(O)c(/C(C)=N/NC(=O)Nc2ccccc2)c(=O)[nH]c1=O
(7) O=C1NCN(c2ccccc2)C12CCN(C(c1cc3ccccc3o1)c1nnnn1C1CCCC1)CC2 (stereo not given)
(8) CC(=O)OC1N=C(c2ccccc2Cl)c2cc(Br)ccc2NC1=O (stereo not given)

assay / entry | 1 | 2 | 3 | 4 | 5 | 6 | 7 | 8
TAAR1 antagonist | -15.9 | -3.8 | -14.6 | -8.9 | -10.1 | -6.5 | -13.1 | -6.9
CHO-K1 Ca antag | -22.5 | -2.3 | -6.1 | -14.9 | -9.9 | -10.3 | 2.7 | -9.4
CHRM1 PAM | 5.9 | -0.2 | -19.1 | 0.5 | 8.0 | 7.0 | -2.7 | 8.0
CHO parental Ca | -3.5 | -14.7 | -13.5 | -10.2 | -15.7 | -18.4 | / | -6.2
CHO-K1 Ca PAM | 17.6 | 9.4 | 9.9 | 15.1 | 23.8 | 22.7 | 4.5 | 2.7
M1 antag | -9.3 | 2.2 | 5.3 | -7.7 | -11.4 | -9.6 | -7.6 | -18.3
CHRM1 agonist | -7.1 | -3.1 | -7.5 | 0.4 | -0.4 | -3.4 | -3.4 | 1.3
CHO-K1 Ca ag | 0.6 | 0.4 | -0.1 | 0.9 | 16.0* | 0.3 | 0.6 | 2.0
TAAR1 ag | 9.5 | -2.2 | 0.5 | 16.0 | 1.3 | 1.9 | 1.2 | 9.1

From compound 1 up to 3, copied from above:
(1) COc1ccc2c(c1)c(C(=O)O)c(C)n2CC(C)C
(2) CN(C)C1(c2nnnn2CCOC(=O)Nc2ccc(Cl)cc2)CCCCC1
(3) COc1ccc(OC)c([C@@H](O)[C@H](C)NC(C)(C)C)c1

assay / entry | 1 | 2 | 3
TAAR1 antagonist | -15.9 | -3.8 | -14.6
CHO-K1 Ca antag | -22.5 | -2.3 | -6.1
CHRM1 PAM | 5.9 | -0.2 | -19.1
CHO parental Ca | -3.5 | -14.7 | -13.5
CHO-K1 Ca PAM | 17.6 | 9.4 | 9.9
M1 antag | -9.3 | 2.2 | 5.3
CHRM1 agonist | -7.1 | -3.1 | -7.5
CHO-K1 Ca ag | 0.6 | 0.4 | -0.1
TAAR1 ag | 9.5 | -2.2 | 0.5

(next part)
(9) C#C[C@]1(O)CC[C@H]2[C@@H]3[C@H](O)C[C@H]4C[C@@H](O)CC[C@]4(C)[C@H]3CC[C@@]21C
(10) CN(C)C(=O)Oc1noc2cc(Cl)ccc12
(11) O=C(N/N=C/c1c(O)n(Cc2ccc(F)cc2)c(=O)[nH]c1=O)c1ccccc1
(12) OC(C#CCN1CCOCC1)(c1ccccc1)C1CCCC1 (stereo not given)
(13) COc1ccccc1-n1c(O)c(C=NCc2ccc3c(c2)OCO3)c(=O)[nH]c1=O
(14) COc1ccc(C2C=C(C)Oc3c2c(=O)oc2ccccc32)cc1OC (stereo not given)
(15) COc1cc([C@H]2OC[C@H]3[C@@H]2CO[C@@H]3c2cc(OC)c(O[C@@H]3O[C@H](CO)[C@@H](O)[C@H](O)[C@H]3O)c(OC)c2)cc(OC)c1O[C@H]1O[C@@H](CO)[C@H](O)[C@@H](O)[C@@H]1O
(16) O=C1CC(N2CC=C(c3ccccc3)CC2)C(=O)N1c1ccc(F)cc1 (stereo not given)

assay / entry | 9 | 10 | 11 | 12 | 13 | 14 | 15 | 16
TAAR1 antagonist | -7.0 | -9.5 | -13.7 | -8.9 | 0.2 | 5.3 | 7.9 | -5.4
CHO-K1 Ca antag | -5.9 | -0.4 | -13.1 | -7.7 | 8.3 | 9.6 | -12.5 | -6.6
CHRM1 PAM | 2.9 | 11.9 | 6.6 | -12.4 | 4.8 | -5.5 | -6.7 | 3.4
CHO parental Ca | / | -15.0 | -22.2 | -2.1 | 0.0 | / | -3.3 | -8.7
CHO-K1 Ca PAM | 8.2 | -17.8 | 25.6 | 15.1 | 6.0 | -9.0 | 7.1 | 13.9
M1 antag | -12.5 | -5.5 | -3.3 | 14.9 | -11.2 | -4.1 | 13.7 | -2.2
CHRM1 agonist | -1.1 | -1.5 | -2.1 | -5.5 | 3.5 | -3.5 | 6.2 | -5.1
CHO-K1 Ca ag | 1.3 | 0.1 | 7.7 | 0.6 | 2.0 | 0.3 | 0.4 | 0.9
TAAR1 ag | 1.6 | -0.7 | -0.7 | 4.3 | 10.7 | 2.8 | 1.7 | 2.6

(17) O=C(N/N=C/c1c(O)n(-c2ccccc2)c(=S)[nH]c1=O)c1ccccc1
(18) CC(C)CNC(=O)c1c(N)n(Cc2ccc3c(c2)OCO3)c2nc3ccccc3nc12
(19) O=c1c2ccccc2nc(/C=C\c2ccccc2[N+](=O)[O-])n1-c1ccccc1O
(20) Cc1ccccc1N1CCN(C2CCCN(C(=O)COc3ccccc3)C2)CC1 (stereo not given)
(21) CC(c1ccccc1)n1cncc1C(=O)N1CCCC1=O (stereo not given)
(22) C=CC[N+]1(C)CC[C@]23c4c5ccc(O)c4O[C@H]2C(=O)CC[C@@]3(O)[C@H]1C5 (stereo not given in full)
(23) Cc1cccc(NC(=O)CSc2nnc([C@@H](N)Cc3c[nH]c4ccccc34)o2)c1C
(24) COc1cc2c(cc1OC)C(C(=O)N(C)C1CCCCC1)C1CCCCN1C2=O (stereo not given)
(25) CCN1C(=O)NC(=O)/C(=C\c2cn(CC(=O)N3CCCCC3)c3ccccc23)C1=O
(26) O=C(COc1ccccc1)N1CCN(CCN2C(=O)c3cccc4cccc(c34)C2=O)CC1

assay / entry | 17 | 18 | 19 | 20 | 21 | 22 | 23 | 24 | 25 | 26
TAAR1 antagonist | 12.6 | -3.8 | 31.8 | -22.8 | 5.5 | -18.1 | -3.0 | 10.3 | 11.1 | -0.3
CHO-K1 Ca antag | -2.8 | -9.0 | 4.4 | -8.6 | -0.4 | 3.7 | -2.0 | 11.2 | 2.3 | -1.9
CHRM1 PAM | 3.1 | -15.9 | -9.1 | -5.4 | 4.2 | -4.5 | 9.4 | 7.2 | 8.5 | 5.0
CHO parental Ca | -8.0 | -26.6 | -4.2 | -18.7 | 0.7 | 1.4 | -12.6 | -28.6 | 1.1 | -21.6
CHO-K1 Ca PAM | 4.7 | 13.9 | -2.2 | 2.7 | 2.7 | -4.2 | 13.7 | -2.9 | -3.6 | -0.3
M1 antag | -2.9 | 40.7* | 21.6 | -4.0 | -6.9 | -23.2 | -7.5 | -11.5 | -0.2 | -6.7
CHRM1 agonist | -2.4 | -2.6 | -1.1 | -4.9 | -4.4 | -4.1 | -4.6 | -7.6 | 1.4 | -8.0
CHO-K1 Ca ag | -0.2 | 0.6 | 6.8 | 3.0 | 0.0 | 0.0 | 0.7 | 1.2 | 0.7 | 0.8
TAAR1 ag | 0.6 | 2.8 | 12.1 | 3.9 | 11.4 | 0.4 | 2.6 | 3.3 | 3.8 | 5.4

Record cards (already shown).
CC(C)CNC(=O)c1c(N)n(Cc2ccc3c(c2)OCO3)c2nc3ccccc3nc12 is entered as TAAR1 antagonist = -3.8; CHO-K1 Ca antag = -9.0; CHRM1 PAM = -15.9; CHO parental Ca = -26.6; CHO-K1 Ca PAM = 13.9; M1 antag = 40.7*; CHRM1 agonist = -2.6; CHO-K1 Ca ag = 0.6; TAAR1 ag = 2.8
Cc1cccc(NC(=O)CSc2nnc([C@@H](N)Cc3c[nH]c4ccccc34)o2)c1C is entered as TAAR1 antagonist = -3.0; CHO-K1 Ca antag = -2.0; CHRM1 PAM = 9.4; CHO parental Ca = -12.6; CHO-K1 Ca PAM = 13.7; M1 antag = -7.5; CHRM1 agonist = -4.6; CHO-K1 Ca ag = 0.7; TAAR1 ag = 2.6

Some of the compounds tested; rates above refer to the full screens.
